BCLXL inh = inhibitors of human Bcl-xL, primary screen, biochemical, fluorescence polarization, HTS; Bcl-2-like protein 1 (Homo sapiens), Q07817; GST-Bcl-xL / FITC-Bim BH3 peptide fluorescence polarization; inhibition, % at 10.9 µM; 0.7% of 320,000 active;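 active = inhibition above the mean of all tested compounds plus 3 SD, cutoff set per campaign, cut at about 30% in these data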;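 also: 0% = DMSO wells and 100% = unlabeled Bim-BH3 peptide competitor; inhibitors lower millipolarization by displacing the labeled peptide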
ZTA counter = counter-screen for EBNA-1 inhibitors: inhibitors of Epstein-Barr virus ZTA | ZTA-DNA binding, fluorescence polarization | AID 2234 | inhibition, % at 11 µM | 0.15% of 320,000 active; in the data active = inhibition above about 33%
Target sequence (P03206 whole entry, looked up): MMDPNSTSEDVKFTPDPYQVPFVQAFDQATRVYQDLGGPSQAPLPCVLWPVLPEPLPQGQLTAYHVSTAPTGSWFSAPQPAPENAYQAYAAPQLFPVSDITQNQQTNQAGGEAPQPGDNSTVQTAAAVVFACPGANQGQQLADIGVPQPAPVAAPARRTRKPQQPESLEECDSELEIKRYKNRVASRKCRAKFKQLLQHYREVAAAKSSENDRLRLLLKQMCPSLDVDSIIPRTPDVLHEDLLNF
CR mimetic SO = reduction of superoxide in aged yeast, primary screen, HTS | S. cerevisiae aged cells, superoxide DHE fluorescence; stronger effect = lower value | superoxide response (% of plate mean), % at 10 µM | 0.18% of 330,000 active;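 active = superoxide response under a set limit, about three screen SD below normal, cut at about 65% in these data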;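 also: yeast aged for seven days with compound at 30 °C before DHE staining; 100% = average MFI of all compound-treated wells on the plate with controls excluded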
MEX-5 binding = MEX-5 zinc finger RNA-binding disruptors – biochemical, C. elegans, fluorescence polarization, MLPCN library, primary screen; MEX-5/FITC-TCR2 RNA binding; stronger effect = lower value; AID 1832, 2009; activity score (negative = inhibition of binding), % at 10 µM; Zinc finger protein mex-5 (Caenorhabditis elegans), Q9XUB2; 0.38% of 300,000 active;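 active = inhibition past about -25% in most replicates, and total fluorescence under double the plate's negative control median, limit read from the data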;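 also: 0% = DMSO and -100% = 5 µM competing unlabeled TCR2 RNA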
MCL1 BIM primary = inhibitors of MCL1 binding to BIM-BH3, primary screen, biochemical, fluorescence polarization; 0.68% of 320,000 active; inhibition, % at 10.9 µM; GST-MCL1 / FITC-Bim-BH3 fluorescence polarization; Induced myeloid leukemia cell differentiation protein Mcl-1 (Homo sapiens), Q07820;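 active = inhibition above the mean inhibition of all tested compounds plus 3 SD, set per campaign, cut at about 40% in these data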;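 also: 0% = DMSO wells and 100% = unlabeled Bim-BH3 peptide control; higher means more loss of mP so more displacement of Bim peptide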
Target sequence (Q07820 whole entry, looked up): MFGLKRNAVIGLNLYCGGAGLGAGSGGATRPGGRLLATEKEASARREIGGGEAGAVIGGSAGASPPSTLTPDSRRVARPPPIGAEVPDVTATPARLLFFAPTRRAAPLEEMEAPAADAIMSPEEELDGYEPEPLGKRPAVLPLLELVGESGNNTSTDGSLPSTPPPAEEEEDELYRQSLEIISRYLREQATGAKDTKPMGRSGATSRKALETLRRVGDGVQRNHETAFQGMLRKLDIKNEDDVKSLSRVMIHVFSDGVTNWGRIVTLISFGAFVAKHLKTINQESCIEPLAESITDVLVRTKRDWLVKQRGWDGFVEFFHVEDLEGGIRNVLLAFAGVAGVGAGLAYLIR
GLD-1 RNA inh = GLD-1/TGE RNA complex disruptors, primary screen, biochemical, fluorescence polarization; purified GLD-1 + fluorescein TGE RNA; Female germline-specific tumor suppressor gld-1 (Caenorhabditis elegans), Q17339; inhibition, % at 5.96 µM; 0.44% of 320,000 active;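 active = percent inhibition above a per-plate cutoff, the plate mean of test compounds plus 3 SD, cut at about 30% in these data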;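 also: 0% = DMSO wells with GLD-1 and probe and 100% = wells lacking GLD-1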
Target sequence (Q17339 whole entry, looked up): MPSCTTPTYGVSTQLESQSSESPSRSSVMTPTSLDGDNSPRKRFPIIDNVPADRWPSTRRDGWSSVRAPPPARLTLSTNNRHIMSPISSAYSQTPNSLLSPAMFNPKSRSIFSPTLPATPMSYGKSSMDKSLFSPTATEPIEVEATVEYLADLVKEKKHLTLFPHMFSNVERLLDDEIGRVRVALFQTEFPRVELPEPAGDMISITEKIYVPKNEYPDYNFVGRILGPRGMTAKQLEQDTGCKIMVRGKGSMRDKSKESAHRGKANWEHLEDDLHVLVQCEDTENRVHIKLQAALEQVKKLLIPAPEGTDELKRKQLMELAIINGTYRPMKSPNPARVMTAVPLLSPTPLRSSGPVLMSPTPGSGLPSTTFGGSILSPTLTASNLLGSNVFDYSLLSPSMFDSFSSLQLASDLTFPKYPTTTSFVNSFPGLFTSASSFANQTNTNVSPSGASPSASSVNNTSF
EBNA-1 inh = EBNA-1 DNA-binding inhibitors, primary screen, biochemical, fluorescence polarization. inhibition, % at 14.8 µM. 0.34% of 300,000 active. AID 1950, 2009; in the data active = inhibition above about 28%
Efflux pump inh = inhibitors of Candida efflux pumps in yeast, primary screen, S. cerevisiae, Nile Red, multiplex | S. cerevisiae Candida pump triplex | AID 485275, 2010 | inhibition, % at 10 µM | 0.44% of 330,000 active;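 active = plate passing quality check with inhibition over a set limit, or well fluorescence over plate mean plus 4 SD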;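 also: Nile Red retained in pooled yeast measured as flow cytometry median fluorescence; 0% = buffer negative control and 100% = Enniatin B positive control; higher means more Nile Red kept so more efflux inhibition; some compounds called inactive have numbers as strong as hits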
Fam108B inh = mouse Fam108B serine hydrolase inhibitors, primary screen, counter-screen for RBBP9 inhibitor project, biochemical, fluorescence polarization. recombinant Fam108B, FP-Rh probe fluorescence polarization. inhibition, % at 9.51 µM. 0.33% of 300,000 active. AID 1947, 2009;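 active = inhibition above the screen mean inhibition plus 3 SD, computed separately per campaign, cut at about 18% in these data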;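 also: inhibitors lower polarization as less probe binds the enzyme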
Numbers without * were called inactive; . = no result given.

Sequence of screens – BCLXL inh	ZTA counter	CR mimetic SO	MEX-5 binding	MCL1 BIM primary	GLD-1 RNA inh	EBNA-1 inh	Efflux pump inh	Fam108B inh
- O=C(O)C1C2C=CC(C2)C1C(=O)Nc1nccs1 (stereo not drawn)
    5	-4	103	-3.2	2	5	2	-0.2	3
- CC(C)=CC(=O)OCC(=O)Nc1cccc([N+](=O)[O-])c1
    4	-15	99	1.5	-5	2	-5	0.6	3
- Cc1cc(NC(=O)CN2C(=O)/C(=C/c3cccc(Br)c3)SC2=S)no1
    5	6	102	1.4	8	2	6	0.0	-2
- CCOC(=O)c1cnc(Nc2nc3ccccc3o2)nc1CSc1nnc(C)s1
    1	-6	100	2.0	2	4	-8	0.2	2
- COc1ccc(C(=O)N2CCN(c3ccc(C(C)=O)cc3F)CC2)cc1S(=O)(=O)NC1CC1
    -1	1	126	.	6	1	.	0.8	.
- Cc1cc(=O)n2nc(N3CCC(C(=O)N4CCN(C)CC4)CC3)sc2n1
    -8	-20	102	-1.5	2	-4	-12	0.0	3
- O=C(Cn1nnc(-c2ccccc2Cl)n1)NCc1ccc2c(c1)OCO2
    -9	13	100	0.8	-4	8	-1	0.0	2
- O=C(O)CSc1nc2ccccc2o1
    8	4	115	-2.3	5	-1	-7	-0.1	5
- Cc1ccc(C(=O)N2CCN(c3ccc([N+](=O)[O-])c(NCc4cccnc4)c3)CC2)cc1
    8	-9	99	-3.3	7	-2	-2	0.1	0
- CCC(C(=O)OCC(=O)N(CC)c1c(N)n(Cc2ccccc2)c(=O)[nH]c1=O)c1ccccc1 (stereo not drawn)
    1	0	105	.	-3	0	.	0.1	.
- COc1ccc(N(CC(=O)NCc2ccccc2OC)S(=O)(=O)c2c(C)nn(C)c2C)cc1
    1	-4	114	0.2	-6	3	-16	0.1	-3
- CNC(=O)c1c(NC(NC(=O)c2ccco2)C(=O)c2ccc(Cl)cc2)sc2c1CCCC2 (stereo not drawn)
    7	-6	85	2.4	5	9	0	-0.1	2
- CC12CCC(=O)N1C(C(=O)NCCN1C(=O)S/C(=C\c3ccc(F)cc3)C1=O)CS2 (stereo not drawn)
    -2	10	104	-2.4	-10	5	-1	-0.1	-2
- CONC(=O)C1CCN(C(=O)OCc2ccccc2)CC1
    10	7	103	-1.1	2	1	-5	0.3	6
- CCCN(C(=O)c1ccc([N+](=O)[O-])c(C)c1)c1c(N)n(Cc2ccccc2)c(=O)[nH]c1=O
    -7	-12	117	.	-18	6	.	-0.1	.
- CCC(=O)Nc1ccc(-c2csc(C)n2)cc1
    4	4	105	0.2	-7	-2	1	0.4	-3
- CC1Oc2ccccc2N(CC(=O)Nc2ccccc2F)C1=O (stereo not drawn)
    4	7	99	1.8	-5	2	-1	0.0	-2
- Cc1cc(C)n(-c2nc3nonc3nc2-n2nc(C)cc2C)n1
    -1	-2	102	6.4	-11	-8	-9	0.1	-1
- CCS(=O)(=O)N1CCCC(C(=O)NCCc2ccccc2)C1 (stereo not drawn)
    -2	20	97	2.6	-1	-2	0	0.2	3
- CC(C)Cc1nnc(NC(=O)c2cc([N+](=O)[O-])ccc2N2CCOCC2)s1
    -1	12	105	0.8	-6	6	0	0.0	2
- Cc1cc(C)cc(NC(=O)CCCSc2nc3ccccc3[nH]2)c1
    0	0	102	0.1	-13	4	-1	-0.3	5
- Cc1ccccc1Cn1cc(NC(=O)c2noc(C(C)C)c2[N+](=O)[O-])cn1
    2	8	103	-1.6	3	0	9	0.0	1
- Cc1sc(=NC(=O)c2ccco2)n(C)c1-c1ccc(F)cc1
    -1	-17	99	-0.4	3	5	2	-0.1	1
- COc1ccc(NS(=O)(=O)c2cccc(C(=O)N3CCCC3)c2)cc1
    3	-5	125	3.1	1	-4	-9	0.2	3
- COc1ccc(S(=O)(=O)Nc2ccccc2C(=O)NC(C)C)cc1OC
    2	7	95	-0.9	-2	-3	-2	0.0	3
- COc1ccc(N2CCN(c3ccc(NC(=O)C4CCCCC4)cc3C#N)CC2)cc1
    3	0	100	-2.5	0	-3	3	0.1	1
- COc1ccc(S(=O)(=O)N2CCOC2CNC(=O)C(=O)NCCCn2ccnc2)cc1OC (stereo not drawn)
    2	9	91	1.7	-3	-2	2	0.1	1
- COCCNC(=O)CC(c1ccccc1)c1ccccc1
    0	-9	89	1.2	-3	3	-9	-0.1	1
- O=C(/C=C/c1c(F)cccc1Cl)N1CCOCC1
    -5	-8	96	-1.3	-4	0	-2	0.2	-4
- O=[N+]([O-])c1ccccc1/C=N\N1CCN(Cc2ccccc2Cl)CC1
    5	16	104	-0.3	-3	4	0	0.1	-1
- Cn1c(C(=O)OC(C(=O)NC2CCCC2)c2cccnc2)cc2sccc21 (stereo not drawn)
    2	-17	110	-5.0	0	1	-2	-0.1	-3
- Brc1ccccc1C1Nc2cccc3cccc(c23)N1
    15	4	108	-7.5	17	3	1	0.1	11
- COc1ccc(N(C)S(=O)(=O)c2cccc(C(=O)NC3CCC(C)CC3)c2)cc1 (stereo not drawn)
    -1	-2	120	2.1	-7	0	-10	0.2	-4
- O=C(Cn1cc[n+](Cc2ccccc2)c1)c1ccc([N+](=O)[O-])cc1
    1	-5	105	0.9	6	13	-8	0.2	4
- O=C(Nc1ccc(S(=O)(=O)Nc2cnc3ccccc3n2)cc1)c1cc(F)c(F)cc1Cl
    2	-1	101	1.3	-5	-22	-8	0.2	-2
- COc1ccc(OC)c(NC(=O)CSc2nnc(-c3cnccn3)n2C)c1
    2	6	80	0.9	4	5	13	-0.1	2
- CCN(C(=O)c1cc2cc(OC)ccc2oc1=O)c1ccccc1
    5	3	99	-0.9	6	3	5	0.0	-2
- CCC(C(=O)Nc1ccc2[nH]ncc2c1)c1ccccc1 (stereo not drawn)
    4	-24	116	-0.1	10	5	-14	-0.1	3
- CCN(CC(=O)Nc1ccccc1C(F)(F)F)C(=O)c1cc(S(=O)(=O)N2CCCCCC2)ccc1OC
    -3	1	102	-0.5	0	-4	1	0.0	3
- O=C(CC12CC3CC(CC(C3)C1)C2)NC1CC1
    3	-4	92	1.9	8	2	5	0.0	0
- COc1ccc(-c2cc(C(=O)NC3CCCCC3)no2)cc1OC
    6	-2	98	0.8	-4	-1	-2	0.9	1
- CCc1ccccc1NC(=O)c1ccc(S(=O)(=O)N2CCCC2)cc1
    12	-4	98	0.1	9	0	0	0.0	0
- Cc1ccc(NC(=O)c2cc3c(s2)CCC3)cc1S(=O)(=O)N1CCOCC1
    6	-25	96	-0.2	11	3	10	-0.1	-3
- Cc1ccc(S(=O)(=O)N2CCN(C(=O)COC(=O)c3ccc(Cl)nc3)CC2)c(C)c1
    0	-14	104	.	-7	-2	.	0.5	.
- CCN(CC)c1ccc(/C=N/n2c(C)cc(C)cc2=O)cc1
    0	-5	96	0.4	-3	2	8	0.0	0
- CCCCCn1c(=NC(=O)c2cccnc2)c(C#N)cc2c(=O)n3cccc(C)c3nc21
    3	-1	106	-2.1	3	5	3	-0.1	4
- O=C1C(Cl)=C(NCCCN2CCOCC2)C(=O)N1CCc1ccccc1
    4	-6	100	-1.7	0	3	9	0.1	4
- CC1=NN(C(=O)c2csc(C)c2C)C(O)(C(F)(F)F)C1 (stereo not drawn)
    3	-12	114	2.6	9	3	0	0.1	-1
- NC(=O)CSc1nc(-c2ccccc2)nc2ccccc12
    2	2	87	-4.4	-3	-10	0	0.0	0
- CCOC(=O)C1CCN(S(=O)(=O)c2ccc3c(c2)CCN3C(C)=O)CC1
    6	10	91	1.4	2	-2	11	0.3	-1
- Cc1ccc(S(=O)(=O)Nc2ccc(N3CCOCC3)cc2)cc1
    0	-6	86	1.6	-1	4	-6	0.2	5
- O=C1CN(C(=O)c2ccc(F)cc2)c2ccccc2N1
    1	16	93	1.2	-4	0	4	-0.3	-6
- COc1ccc(CN2CCN(Cc3c[nH]c4ccccc34)CC2CCO)cc1C (stereo not drawn)
    2	-15	103	0.7	14	1	9	-0.1	3
- Cc1cccc(NC(=O)COc2cccc3c2CCN(C)C3=O)c1C
    2	-18	94	0.1	5	3	0	-0.2	-2
- Oc1ccc(C2CNCc3sccc32)cc1O (stereo not drawn)
    26	14	96	.	23	3	2	-0.2	1
- c1ccc(-c2cnnc(SCc3cn4cccnc4n3)n2)cc1
    8	-1	107	-1.1	8	2	8	-0.1	-3
- CCc1ccc(Nc2ncc3c(n2)CC(C)CC3=O)cc1 (stereo not drawn)
    6	13	95	1.3	4	1	6	-0.1	-1
- CC1(c2nnc(Cc3ccccc3)o2)CC(c2cccnc2)=NO1 (stereo not drawn)
    1	-5	.	2.6	4	2	2	.	-2
- CO/N=C/c1ccc(Sc2ccccc2N)c([N+](=O)[O-])c1
    6	-26	105	1.2	2	6	-16	0.0	0
- C#CCOCCOCCOCCNc1nc(N2CCN(C(=O)[C@H]([C@@H](C)CC)n3cc(CCCCN)nn3)CC2)nc(N2CCN(C(=O)[C@H](C)n3cc(CCCN=C(N)N)nn3)CC2)n1
    -1	-13	96	.	-9	6	-9	0.1	-2

Later entries.
Sequence of screens – BCLXL inh	ZTA counter	CR mimetic SO	MEX-5 binding	MCL1 BIM primary	GLD-1 RNA inh	EBNA-1 inh	Efflux pump inh	Fam108B inh
- CCCCOC(=O)N1CCOCCOCCN(C(=O)OCCCC)CCOCCOCC1
    4	0	98	-6.0	6	4	-4	0.2	-4
- O=[N+]([O-])c1cccc(-c2nnc(C34CC5CC(CC(C5)C3)C4)o2)c1
    -3	-7	98	0.1	-8	0	-6	-0.3	6
- CC(C)(C)C1=CC(O)(c2ccccc2)C=C(C(C)(C)C)C1=O
    5	-2	90	1.3	5	4	5	0.0	4
- Cc1cccc(OCC(=O)NCCNC(=O)c2ccncc2)c1
    0	-6	99	1.5	0	0	-15	-0.1	-2
- O=C(NC1CCCCC1)C(c1ccco1)N(C(=O)c1csnn1)c1cccc(F)c1 (stereo not drawn)
    9	-1	96	1.6	9	5	10	-0.1	-3
- COC(=O)C1=C(C)N(C)C(=O)NC1c1cc(Cl)cc(Cl)c1OC (stereo not drawn)
    1	-8	110	1.8	-5	8	-6	0.4	1
- COC(=O)C1=C(CN2CCc3ccccc32)NC(=O)NC1c1cc(C)ccc1C (stereo not drawn)
    8	-5	104	-2.5	2	4	5	0.2	-1
- CC(NC(=O)c1cccs1)C(c1cccs1)N1CCN(Cc2ccccc2)CC1 (stereo not drawn)
    0	-1	85	1.3	4	-1	7	0.0	-4
- COc1cc(CNCCCCO)ccc1OCc1ccccc1F
    2	-28	112	-0.7	3	-2	-3	-0.2	-8
- c1coc(-c2cc(C3CCNCC3)[nH]n2)c1
    2	11	93	1.2	6	9	13	0.0	0
- CC(C)c1nnc(SCC(=O)N2CCc3ccccc32)n1N
    2	-19	102	-0.3	11	5	-4	0.1	5
- N#CCC(=O)N/N=C/c1ccccc1Cl
    0	-5	87	1.3	-2	-10	3	0.0	1
- COc1ccc(N2CCN(C(=O)CCc3ccc(S(=O)(=O)NCC(C)C)cc3)CC2)cc1
    6	6	102	0.9	7	1	-8	0.1	1
- COc1ccc(-c2oc3ccc(N4CCOCC4)cc3c2C#CC2(O)CCCCC2)cc1
    6	-5	112	3.7	14	9	-2	0.1	-4
- Cc1ccc(NC(=O)CCSc2nnc3ccccn23)cc1
    -1	-5	98	-2.1	2	8	12	-0.1	6
